From PubChem BioAssay
D1 potentiator: enhances dopamine response at the human D1 receptor | P21728 | HEK293 TREx D1 cells, calcium flux, dopamine EC20 potentiation | potentiation, % at 10 µM | 360,000 tested, 0.036% active; in the data active = potentiation above about 30%; note: 0% is about no effect
Target sequence (P21728 whole entry, looked up): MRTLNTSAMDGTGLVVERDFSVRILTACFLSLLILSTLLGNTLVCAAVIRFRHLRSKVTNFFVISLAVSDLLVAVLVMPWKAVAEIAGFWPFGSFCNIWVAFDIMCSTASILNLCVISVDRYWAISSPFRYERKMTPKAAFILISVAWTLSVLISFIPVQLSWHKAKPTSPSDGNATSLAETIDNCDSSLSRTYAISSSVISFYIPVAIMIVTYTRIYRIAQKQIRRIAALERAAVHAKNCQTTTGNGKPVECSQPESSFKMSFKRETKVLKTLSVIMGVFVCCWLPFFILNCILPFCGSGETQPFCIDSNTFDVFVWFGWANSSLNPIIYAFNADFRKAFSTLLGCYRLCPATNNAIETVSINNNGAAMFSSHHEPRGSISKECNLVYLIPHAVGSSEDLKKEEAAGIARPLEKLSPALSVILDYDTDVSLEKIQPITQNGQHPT
TRHR PAM: allosteric enhancers of human TRH receptor | P34981 | TRHR cells, fluo-8 calcium fluorescence, EC20 TRH enhancement | enhancement, % at 2 µM | 360,000 tested, 0.66% active; in the data active = enhancement above about 30%; note: 0% is about no effect
Target sequence (P34981 whole entry, looked up): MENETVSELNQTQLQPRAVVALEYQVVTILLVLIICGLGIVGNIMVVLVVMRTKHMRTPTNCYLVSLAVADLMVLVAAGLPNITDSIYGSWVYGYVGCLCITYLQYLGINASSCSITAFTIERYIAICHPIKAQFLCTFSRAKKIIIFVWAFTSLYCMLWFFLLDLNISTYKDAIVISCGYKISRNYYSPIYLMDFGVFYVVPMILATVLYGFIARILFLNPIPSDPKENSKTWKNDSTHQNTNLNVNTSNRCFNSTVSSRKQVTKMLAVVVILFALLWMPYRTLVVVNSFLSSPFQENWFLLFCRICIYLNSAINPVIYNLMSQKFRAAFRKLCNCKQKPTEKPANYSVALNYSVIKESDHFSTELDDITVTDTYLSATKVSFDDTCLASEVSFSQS
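Enhancer read-out: after compound pinning and an initial kinetic agonist-mode read, an EC20 of TRH (10 nM final) was injected and fluo-8 calcium signal (Ex 480/Em 530) followed at 1 s/cycle for 100 cycles in TRHR-expressing cells.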
D2 antagonist: antagonists of human D2 dopamine receptor; HEK293 TREx D2 cells, calcium flux, dopamine EC80; inhibition, % at 10 µM; 340,000 tested, 2% active; in the data active = inhibition above about 30%; note: 0% is about no effect
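Read-out: kinetic calcium fluorescence (1 cycle/s) in inducible HEK293 T-REx D2 cells after an EC80 dopamine addition that followed 180 s compound preincubation. Loss of the dopamine response indicates antagonism.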
D1 antag: human D1 dopamine receptor antagonism; P21728; HEK293 TREx D1 cells, calcium flux, dopamine EC80; hits give low values; activity change, negative = inhibition, % at 10 µM; 360,000 tested, 3.2% active; AID 504652; in the data active = activity change below about -30%; note: % is set by controls: 0 for no effect and ±100 for the full control effect
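Using tetracycline-induced force-coupled D1 Hek293 cells and a calcium dye, signals were followed for 180 s after compound, then for 180 s after EC80 dopamine, to detect inhibitors.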
D1 agonist: activates the human D1 dopamine receptor; P21728; HEK293 T-REx D1 cells, calcium flux, agonist mode; activation, % at 2 µM; 360,000 tested, 1% active; AID 504660; note: 0% is about no effect
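Tetracycline-induced HEK293 TREx D1 cells, force-coupled to calcium signalling, were dye-loaded with a no-wash calcium kit. Compound was pin-added after a 10 s baseline. Fluorescence was read kinetically at 1 cycle/s for 180 s, with calcium rises flagged as agonism.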
TRHR ag: activates the human TRH receptor. 360,000 tested, 0.18% active. activation, % at 2 µM. TRHR cells, calcium flux fluo-8, FDSS agonist mode; note: 0% is about no effect
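Fluo-8-loaded TRHR cells; 10 s baseline, compound added, kinetic Ca2+ fluorescence read 1/s, agonist mode.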
RXFP1 antagonist: blocks the human relaxin receptor RXFP1 | activity change, negative = inhibition, % at 57.5 µM | 350,000 tested, 0.59% active | AID 1259400 | HEK293-RXFP1, relaxin-stimulated cAMP HTRF, 30 min; hits give low values;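 active = activity change of -60% or lower, but not beyond a set lower limit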; note: % is set by controls: 0 for no effect and ±100 for the full control effect
D2 ag: D2 dopamine receptor (human) agonism | P14416 | activation, % at 2 µM | HEK293 T-REx D2 cells, calcium flux agonist mode | 340,000 tested, 0.53% active;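 active = activation over 3 SD above normal in the single-dose calcium agonist read, cut at about 30% in these data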; note: 0% is about no effect
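Agonism is scored from calcium flux in a force-coupled, inducible HEK293 cell line expressing D2, read kinetically for 180 s after compound addition against dopamine controls.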
D2 PAM: D2 dopamine receptor (human) potentiation | P14416 | HEK293 T-REx D2, calcium flux, EC20 dopamine potentiation | potentiation, % at 10 µM | 340,000 tested, 0.34% active | AID 485347;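 active = potentiation over 3 SD above the plate norm, cut at about 30% in these data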; note: 0% is about no effect
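Cells plated with tetracycline inducer and held overnight at 30 C; calcium dye loaded 30–90 min at room temperature; baseline taken, compound added and read 180 s; EC20 dopamine then added and read 180 s.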
* marks the source's active call; other numbers are inactive results; · = not tested or not shown. Cut-off read from the data, not from the text of the source, unless noted: active = activation above about 30%; inactive = the rest.

SMILES | D1 potentiator | TRHR PAM | D2 antagonist | D1 antag | D1 agonist | TRHR ag | RXFP1 antagonist | D2 ag | D2 PAM
O=C(CNC(=O)c1ccccc1F)OCc1cc(=O)n2ccsc2n1 | -2 | -4 | · | -4 | 3 | 0.2 | · | 1.1 | -14
Cc1c(C(=O)NCc2ccc(N(C)C)cc2)oc2c1-c1nn(Cc3cccc(Cl)c3)cc1CC2 | -3 | -6 | · | 1 | 0 | 0.0 | -21 | -0.3 | -10
CCOC(=O)c1ccc(NC(=S)N2CCN(CCO)CC2)cc1 | 5 | -2 | -8 | -5 | 4 | 0.4 | -4 | -0.3 | -10
Cc1sc2ncn3ncnc3c2c1C | -1 | -2 | -12 | -1 | 4 | -0.4 | -4 | -1.7 | ·
O=C(COc1ccc2ccc(=O)oc2c1)NC1CCCC1 | -8 | 3 | -2 | -8 | 2 | 0.4 | 3 | 0.5 | 14
COc1cccc(C2NC(=O)NC(C)=C2C(=O)Nc2ccccc2C)c1 (centres undefined) | -6 | 1 | 2 | -18 | 2 | 0.1 | · | -0.3 | 9
CCCCc1c(C)nn(-c2nnc3c4ccccc4n(CC)c3n2)c1C | -1 | -3 | 12 | 5 | 1 | -0.4 | -3 | -0.1 | -8
N/C(=N\OC(=O)c1ccc(Cl)cc1Cl)c1ccc(Cl)cc1 | 0 | 1 | 12 | -1 | 3 | -0.4 | 3 | 0.1 | 10
CCN(CC)C(=O)C1CCCN(Cc2nc(-c3cnccn3)no2)C1 (centres undefined) | -1 | -5 | 1 | -13 | 3 | 0.8 | 4 | 1.3 | 1
O=C(/C=C/c1ccccc1)NNC(=O)c1cccs1 | 0 | -2 | 11 | 6 | 1 | -1.9 | 6 | -2.7 | -4
CC(C)(C)C1CCC(OC(=O)CN2CCCCC2)CC1 (centres undefined) | -1 | -6 | 6 | 8 | 5 | 0.7 | -16 | 0.7 | 12
COC(=O)c1ccc(COC(=O)CNC(=O)c2cccs2)cc1 | -5 | -1 | -4 | -11 | 1 | -0.4 | 0 | 0.0 | 1
CCOc1cc(C=C(C(=O)OC)C(=O)OC)ccc1OCc1ccc([N+](=O)[O-])cc1 | -12 | -3 | 21 | -9 | 11 | 0.7 | 3 | 0.6 | -1
CCN(CC)S(=O)(=O)c1ccc(N2CCCCC2)c(NC(=O)C2CCN(C(=O)c3ccc(F)cc3)CC2)c1 | 6 | 4 | -24 | -5 | 1 | -0.7 | -11 | 0.4 | -2
CCN(CC(=O)NCc1cccs1)C(=O)c1cc(S(=O)(=O)N2CCCCC2)ccc1Cl | -3 | -7 | 4 | 1 | -2 | -1.4 | -11 | 0.3 | -3

Two entries drawn at random from the list so far:
SMILES | D1 potentiator | TRHR PAM | D2 antagonist | D1 antag | D1 agonist | TRHR ag | RXFP1 antagonist | D2 ag | D2 PAM
Cc1c(C(=O)NCc2ccc(N(C)C)cc2)oc2c1-c1nn(Cc3cccc(Cl)c3)cc1CC2 | -3 | -6 | · | 1 | 0 | 0.0 | -21 | -0.3 | -10
CC(C)(C)C1CCC(OC(=O)CN2CCCCC2)CC1 (centres undefined) | -1 | -6 | 6 | 8 | 5 | 0.7 | -16 | 0.7 | 12

Remaining list, next part
SMILES | D1 potentiator | TRHR PAM | D2 antagonist | D1 antag | D1 agonist | TRHR ag | RXFP1 antagonist | D2 ag | D2 PAM
CCn1cc(NC(=O)Nc2ccccc2C(=O)OC)c(C(N)=O)n1 | 0 | 7 | 15 | 1 | 3 | -0.1 | -1 | 0.1 | 2
O=C(c1ccco1)N1CCN(C(c2ccccc2Cl)c2nnnn2Cc2cccs2)CC1 (centres undefined) | -3 | -4 | -4 | -7 | 0 | -1.4 | 4 | 0.1 | -2
COc1ccc2oc(=O)c(C(=O)NC3CCCCCC3)cc2c1 | 0 | 51* | 4 | 5 | 0 | 0.1 | -28 | 3.5 | -5
COc1ccc(/C=C/C(=O)N2CCN(C)CC2)cc1S(=O)(=O)N1CCCCC1 | -4 | 8 | · | 15 | 6 | -1.6 | 7 | · | -7
C=CCn1c(C)csc1=Nc1ccc(C(C)=O)cc1 | -1 | -3 | 5 | · | -1 | -0.9 | 18 | -0.4 | -7
FC(F)(F)c1ccccc1NC1=NCCC1 | -4 | -7 | -1 | -3 | 5 | 0.1 | -19 | 1.4 | 11
CCOC(=O)C1=C(N)N2C(=O)C(C)SC2=C(C(=O)OCC)C1c1ccc(O)cc1 (centres undefined) | -4 | 4 | 6 | 2 | 16 | 4.0 | 2 | 5.9 | 14
Cc1cc(Nc2cccc(C(F)(F)F)c2)nc2ccc(NC(=O)c3ccc(N(C)C)cc3)cc12 | 1 | -3 | · | 16 | -2 | 0.0 | 1 | -1.0 | 9
Cc1cccc(OCc2n[nH]c(=S)n2Cc2ccccc2)c1 | -3 | 6 | -12 | 3 | 3 | -0.2 | -13 | 0.2 | 2
COc1ccc(C)c2sc(=NC(=O)C(C)C)n(C)c12 | -6 | -2 | 5 | 11 | 1 | -0.8 | 0 | -0.4 | 11
CC(C)NC(=S)Nc1ccc(S(=O)(=O)Nc2ncccn2)cc1 | -2 | 3 | · | -8 | 4 | 0.5 | -7 | · | ·
CC(=O)c1cccc(S(=O)(=O)N2CCC(C(=O)O)(c3ccccc3)CC2)c1 | -3 | 0 | 14 | -2 | 2 | -0.4 | -23 | 0.7 | -8
COc1ccc(NC(=O)c2ccco2)cc1NC(=O)c1cc(OC)c(OC)c(OC)c1 | -6 | -3 | · | -15 | -1 | 0.1 | · | -0.7 | -7
CCS(=O)(=O)c1ccc(-c2csc(-c3ccccc3Cl)n2)c(Cl)c1Cl | -6 | 8 | 21 | -3 | 1 | 0.5 | 4 | 0.1 | -2
Cc1ccc(-n2c(C)cc(/C=N/NC(=O)Cn3c4ccccc4c(=O)c4ccccc43)c2C)cc1 | 6 | 33* | 10 | 7 | 1 | -0.6 | -24 | -0.8 | -4

Some of these compounds in order of heavy-atom count, lowest first:
SMILES | D1 potentiator | TRHR PAM | D2 antagonist | D1 antag | D1 agonist | TRHR ag | RXFP1 antagonist | D2 ag | D2 PAM
FC(F)(F)c1ccccc1NC1=NCCC1 | -4 | -7 | -1 | -3 | 5 | 0.1 | -19 | 1.4 | 11
C=CCn1c(C)csc1=Nc1ccc(C(C)=O)cc1 | -1 | -3 | 5 | · | -1 | -0.9 | 18 | -0.4 | -7
Cc1cccc(OCc2n[nH]c(=S)n2Cc2ccccc2)c1 | -3 | 6 | -12 | 3 | 3 | -0.2 | -13 | 0.2 | 2
CC(C)NC(=S)Nc1ccc(S(=O)(=O)Nc2ncccn2)cc1 | -2 | 3 | · | -8 | 4 | 0.5 | -7 | · | ·
CCn1cc(NC(=O)Nc2ccccc2C(=O)OC)c(C(N)=O)n1 | 0 | 7 | 15 | 1 | 3 | -0.1 | -1 | 0.1 | 2
CCS(=O)(=O)c1ccc(-c2csc(-c3ccccc3Cl)n2)c(Cl)c1Cl | -6 | 8 | 21 | -3 | 1 | 0.5 | 4 | 0.1 | -2
CC(=O)c1cccc(S(=O)(=O)N2CCC(C(=O)O)(c3ccccc3)CC2)c1 | -3 | 0 | 14 | -2 | 2 | -0.4 | -23 | 0.7 | -8
COc1ccc(/C=C/C(=O)N2CCN(C)CC2)cc1S(=O)(=O)N1CCCCC1 | -4 | 8 | · | 15 | 6 | -1.6 | 7 | · | -7
CCOC(=O)C1=C(N)N2C(=O)C(C)SC2=C(C(=O)OCC)C1c1ccc(O)cc1 (centres undefined) | -4 | 4 | 6 | 2 | 16 | 4.0 | 2 | 5.9 | 14
COc1ccc(NC(=O)c2ccco2)cc1NC(=O)c1cc(OC)c(OC)c(OC)c1 | -6 | -3 | · | -15 | -1 | 0.1 | · | -0.7 | -7
O=C(c1ccco1)N1CCN(C(c2ccccc2Cl)c2nnnn2Cc2cccs2)CC1 (centres undefined) | -3 | -4 | -4 | -7 | 0 | -1.4 | 4 | 0.1 | -2
Cc1cc(Nc2cccc(C(F)(F)F)c2)nc2ccc(NC(=O)c3ccc(N(C)C)cc3)cc12 | 1 | -3 | · | 16 | -2 | 0.0 | 1 | -1.0 | 9

The results go on:
SMILES | D1 potentiator | TRHR PAM | D2 antagonist | D1 antag | D1 agonist | TRHR ag | RXFP1 antagonist | D2 ag | D2 PAM
Cc1cccc(N(Cc2ccccc2)C(=O)c2ccccc2F)c1 | -8 | 3 | 21 | -11 | 7 | -0.4 | -25 | -0.9 | -8
O=C(Nc1ccc2nc(SCC(=O)N3CCCC3)sc2c1)c1ccc(Br)cc1 | 0 | -2 | · | 2 | 2 | -0.7 | -2 | -1.8 | 3
O=[N+]([O-])c1ccc(NCCCNS(=O)(=O)c2ccccc2)cc1 | -13 | 3 | 2 | -18 | 12 | 0.0 | -4 | 0.4 | -2
Nn1c(Cc2ccccc2F)n[nH]c1=S | -4 | 1 | -11 | 12 | 0 | 0.5 | -1 | 0.0 | 8
CC(=O)Nc1ccc(S(=O)(=O)N2CCN(C(=O)N3CCOCC3)CC2)cc1 | 0 | 2 | -1 | -4 | 3 | -2.5 | 3 | 0.4 | 4
CC(=O)c1cccc(NS(=O)(=O)N(C)C)c1 | 6 | 5 | 10 | -4 | -3 | 0.0 | -1 | -2.6 | 18
COc1ccc(-c2nnc(SCC(=O)Nc3cccc(C(F)(F)F)c3)nc2-c2ccc(OC)cc2)cc1 | 0 | -2 | · | 7 | 7 | 0.9 | -17 | 0.8 | 6
CCN1CCCC1CNC(=O)Cn1cccc1C(=O)c1ccccc1C (centres undefined) | 2 | -3 | -18 | 14 | 2 | -0.9 | -8 | 0.6 | 9
CCC1CCC(NC2CCCCNC2=O)CC1 (centres undefined) | 1 | -3 | · | 2 | 1 | 0.7 | -2 | · | -3
O=C(Nc1ccccc1)N(Cc1cccs1)c1ccc(Cl)cc1 | 0 | 5 | · | 6 | 11 | -0.6 | -15 | · | -1
Cc1cc(NS(=O)(=O)c2c(C(=O)N3CCOCC3)c(C)n(C)c2C)ccc1Br | -5 | 3 | 4 | 4 | 0 | -0.1 | 14 | -0.1 | 2
CN1CCN(S(=O)(=O)c2ccc3c(c2)C(C)(C)C(=O)N3C)CC1 | 8 | 0 | -6 | -5 | 2 | 0.5 | -3 | -0.1 | -8
CSc1ncccc1C(=O)N1CCN(S(=O)(=O)c2ccc(C)cc2)CC1 | -2 | 2 | -8 | 3 | 1 | 0.6 | 14 | 0.5 | -14
Cc1c(C(=O)N2CCC(C)CC2)c(S(=O)(=O)Nc2cccc(C#N)c2)c(C)n1C | 0 | 6 | · | 4 | 0 | 0.4 | 9 | 1.8 | 8
CCN(CC(=O)NC)S(=O)(=O)c1ccc(C)cc1 | -4 | 3 | -1 | 1 | 2 | 0.9 | -4 | 0.0 | 4
COc1cc(C)c(C(=O)Oc2cc(C)c(C(=O)O)c(O)c2)c(O)c1 | -7 | -5 | 9 | -26 | 17 | -0.2 | · | 0.0 | 4
Cc1noc(C)c1C(=O)N1CCC2(CC1)Oc1ccc(F)cc1C(=O)C21CC(c2ccc(Cl)cc2)=NO1 (centres undefined) | -2 | -1 | 25 | 19 | 7 | 0.3 | · | -0.3 | 16
Cc1cc(C)c(OCC(=O)Nc2cccc(-c3nc4ncccc4o3)c2)c(Br)c1 | -1 | 10 | · | -1 | 2 | -1.8 | -14 | -2.2 | 1
CCN(C(=O)Cn1cnc2ccccc2c1=O)C1CCS(=O)(=O)C1 (centres undefined) | -3 | 9 | -9 | 26 | 0 | 0.3 | -5 | 0.7 | 4
O=C(Cc1ccc(Cl)cc1Cl)OCC(=O)N1CCCCC1 | -6 | 0 | 8 | -7 | 6 | -0.2 | -3 | 1.3 | -7
